FBW7 act = human FBW7 E3 ligase activation, primary screen. Q969H0. 650,000 compounds, 0.13% hits. normalized activity (activation), % at 26.1 µM. AlphaScreen FBW7–phospho-cyclin E peptide binding, activator screen. AID 1259310; in the data active = normalized activity above about 1.9%;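 note: purified mutant Fbw7 with reduced substrate affinity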
Target sequence (Q969H0 whole entry, looked up): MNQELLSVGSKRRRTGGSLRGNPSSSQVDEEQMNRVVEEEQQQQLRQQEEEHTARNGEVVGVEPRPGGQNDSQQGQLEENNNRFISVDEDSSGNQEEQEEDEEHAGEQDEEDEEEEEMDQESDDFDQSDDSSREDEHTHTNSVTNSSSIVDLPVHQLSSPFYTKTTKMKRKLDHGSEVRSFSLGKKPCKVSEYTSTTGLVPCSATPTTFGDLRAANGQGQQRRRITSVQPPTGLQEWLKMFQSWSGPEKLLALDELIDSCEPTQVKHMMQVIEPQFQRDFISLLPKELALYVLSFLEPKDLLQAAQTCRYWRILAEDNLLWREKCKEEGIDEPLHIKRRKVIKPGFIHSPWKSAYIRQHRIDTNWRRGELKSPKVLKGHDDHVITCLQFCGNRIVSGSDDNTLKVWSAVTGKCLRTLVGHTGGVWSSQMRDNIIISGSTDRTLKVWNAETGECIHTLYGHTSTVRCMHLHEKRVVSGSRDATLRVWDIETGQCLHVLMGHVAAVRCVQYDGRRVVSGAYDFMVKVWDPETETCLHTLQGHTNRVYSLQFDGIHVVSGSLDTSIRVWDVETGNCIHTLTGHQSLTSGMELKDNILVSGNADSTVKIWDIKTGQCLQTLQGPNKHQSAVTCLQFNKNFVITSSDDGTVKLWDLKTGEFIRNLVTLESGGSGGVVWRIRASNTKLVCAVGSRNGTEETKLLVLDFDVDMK
TEAD-YAP block = TEAD-YAP interaction inhibition. HEK-TIYL cells, TEAD-Gal4/YAP UAS-luciferase luminescence. inhibition, % at 9.12 µM. 640,000 compounds, 1.4% hits. AID 1259422; in the data active = inhibition above about 32%;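 note: 0% = median of test compound wells and 100% = reference inhibitor wells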
GPR151 activ = human GPR151 activation | Q8TDV0 | 650,000 compounds, 1% hits | PathHunter beta-arrestin GPR151 cells, luminescence | activation, % at 11.2 µM | AID 1508602; in the data active = activation above about 4.9%;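 note: 0% = median of compound wells and 100% = cells with positive control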
MITF inh = blocks human microphthalmia-associated transcription factor. 650,000 compounds, 0.91% hits. O75030. inhibition, % at 2.6 µM. AlphaScreen MITF homodimerization, bead proximity signal. AID 1259374; in the data active = inhibition above about 50%;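 note: 0% = vehicle wells with protein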
* marks the source's active call; other numbers are inactive results.

Labels used below: A = FBW7 act; B = TEAD-YAP block; C = GPR151 activ; D = MITF inh
1: Cc1c(C(=O)OC(C)C)sc(NC(=O)C(F)(F)F)c1C(=O)OC(C)C
  A = 0.2; B = -38; C = 1.8; D = 2

2: O=C(NC(=S)Nc1ccccc1Cl)C1CC1
  A = 0.8; B = -23; C = -1.1; D = -6

3: Cc1cc(Nc2ccc(-n3cnnn3)cc2)n2ncnc2n1
  A = 0.1; B = 6; C = 0.0; D = 7

4: COc1ccc(-c2[nH]ncc2-c2nc(C)cs2)c(O)c1
  A = -0.1; B = 2; C = -0.3; D = -13

5: COc1ccc(-c2csc(C(=O)NC(C)C)c2)cc1
  A = -0.1; B = -37; C = -2.1; D = 0

6: Cc1cccc(CSc2ccc(Br)cc2)n1
  A = 0.2; B = -8; C = -0.5; D = 9

7: O=C(NCc1ccc2c(c1)OCO2)c1cccc([N+](=O)[O-])c1
  A = 0.0; B = 1; C = 2.0; D = -2

8: CCn1c(COc2cccc(C)c2)n[nH]c1=S
  A = 0.1; B = 2; C = -0.5; D = -1

9: COc1ccc(C2(CNS(=O)(=O)CCN3C(=O)CCCC3=O)CCCC2)cc1
  A = 0.7; B = 3; C = 0.1; D = 17

10: O=[N+]([O-])c1ccc(N2CCN(Cc3nnnn3Cc3ccc(F)cc3)CC2)cc1
  A = -0.1; B = -1; C = 1.0; D = -5

11: Cc1nnc(SCC(=O)Nc2nc(C(C)(C)C)cs2)[nH]c1=O
  A = -0.1; B = 8; C = -1.3; D = -1

12: CCOC(=O)c1ccc(NCc2nc(N)nc(Nc3ccccc3C)n2)cc1
  A = 1.6; B = -13; C = 1.3; D = -6

13: CCOC(=O)N1CCc2c(sc(NCc3ccc(OC)c(OC)c3)c2C(=O)Nc2cc(OC)ccc2OC)C1
  A = -0.2; B = 3; C = -0.7; D = 14

14: CCN(CC)CCCNC(=O)c1ccc(NC2=NC3CS(=O)(=O)CC3S2)cc1 (stereo not given)
  A = 0.0; B = -7; C = 1.3; D = -1

15: O=C(c1ccco1)N1CCC(Cc2ccccc2)CC1
  A = 0.0; B = -3; C = -0.3; D = 10

16: CC1CN(CCOCCOc2ccccc2F)CC(C)O1 (stereo not given)
  A = 0.8; B = -8; C = -0.9; D = 21

17: CN(Cc1cc(Cl)c(O)c2ncccc12)C1CCCCC1
  A = -0.9; B = 70*; C = 1.9; D = 106*

18: COc1ccc(OC)c(C2NC(=O)NC(C)=C2C(=O)OC(C(F)(F)F)C(F)(F)F)c1 (stereo not given)
  A = 0.0; B = 8; C = 3.0; D = 2

19: CCc1ccc(Oc2coc3cc(OC(=O)OC)ccc3c2=O)cc1
  A = 0.8; B = -6; C = -1.1; D = 22

20: Cc1ccc(NC(=O)COc2ccc(C(C)C)cc2)cc1C
  A = 0.4; B = 1; C = 0.3; D = 14

21: CCNCCC1CCC(=O)N1Cc1nc2ccccc2s1 (stereo not given)
  A = -0.1; B = 6; C = -0.8; D = -5

22: Cc1ccc(S(=O)(=O)N2CCN(CC(O)c3ccccc3)CC2)cc1C (stereo not given)
  A = 0.6; B = 4; C = -0.3; D = 15

23: O=C1N(c2ccccc2)C[C@@H]2C[C@@H](c3cccn3-c3nccs3)N3CCC[C@@]123
  A = -0.1; B = 11; C = -0.6; D = -3

24: CCOC(=O)c1ccc(Nc2c(C(=O)OCC)cnc3ccc(C(=O)OCC)cc23)cc1
  A = -0.1; B = 8; C = -0.5; D = -7

25: Cc1cc(C)n(-c2cc(Nc3ccccc3C)nc(C)n2)n1
  A = 0.0; B = -4; C = -0.9; D = 1

(further entries)
Labels used below: A = FBW7 act; B = TEAD-YAP block; C = GPR151 activ; D = MITF inh
26: CCN(CC(=O)NC(C)C)c1ccc(C(N)=O)cc1[N+](=O)[O-]
  A = -0.2; B = 1; C = 0.6; D = -1

27: NC(CSC1CC(=O)N(c2ccccc2Br)C1=O)C(=O)O (stereo not given)
  A = 1.4; B = 8; C = -1.7; D = 13

28: COc1ccc(C)cc1NC(=O)Nc1ccc(I)cc1
  A = -0.1; B = -8; C = -0.3; D = 4

29: O=S(=O)(c1ccc2c(c1)OCCO2)N1CCCC(COCc2ccccc2)C1 (stereo not given)
  A = 0.7; B = 8; C = -0.5; D = 2

30: CCOc1ccc(C(=O)Nc2ccc(Cl)cn2)cc1[N+](=O)[O-]
  A = 0.2; B = -21; C = -0.4; D = 18

31: O=C(CSc1nc2[nH]ncc2c(=O)n1-c1ccc(Cl)cc1)Nc1ccc(Oc2ccccc2)cc1
  A = -0.2; B = 11; C = 0.3; D = -1

32: COc1ccc(NC(=O)C/C(C)=N/NC(=O)COc2ccccc2C)c([N+](=O)[O-])c1
  A = 0.2; B = -2; C = -0.3; D = 22

33: O=C(OCCOc1ccc(Br)cc1)c1ccc2c(=O)n3c(nc2c1)CCC3
  A = 0.7; B = 10; C = -0.6; D = 25

34: COc1ccc(CCNC(=S)N(Cc2ccccc2)Cc2ccccc2)cc1OC
  A = -0.3; B = -15; C = 2.4; D = -5

35: CCOc1ccc(CNC(=O)Cn2ncn3c(cc4sc(CC)cc43)c2=O)cc1
  A = -0.3; B = -3; C = 1.0; D = -7

36: CCC[C@@H]1NC(=O)[C@@H]2C[C@H](NC(=O)Nc3cc(F)ccc3C)CN2C1=O
  A = 0.3; B = 7; C = -1.1; D = 16

37: O=C(c1cnc(-c2ccccc2)nc1)N1CCOCC1
  A = 0.0; B = -6; C = 1.2; D = 9

38: O=C(CSc1ccc(-c2ccccn2)nn1)NC1CCCC1
  A = -1.9; B = -1; C = 1.9; D = 45

39: Cc1ccc(C2C3C(=O)N(c4cccc5ccccc45)C(=O)C3N3CCCN23)cc1 (stereo not given)
  A = 0.0; B = 17; C = -0.5; D = 11

40: CCN(CC)c1nc(Oc2ccc(=O)[nH]n2)nc(N2CCOCC2)n1
  A = 0.0; B = -9; C = -0.3; D = -4

41: CCOC(=O)N1CCN(c2c(N(C)Cc3ccccc3)c(=O)c2=O)CC1
  A = -0.2; B = -8; C = -0.6; D = -9

42: COc1cc(-c2nc(C=Nc3ccc(C(C)=O)cc3)c(O)o2)cc(OC)c1OC
  A = -0.1; B = 9; C = -0.7; D = 1

43: O=C1Nc2ccccc2S/C1=C/c1ccc(C(=O)N2CCN(c3ccccn3)CC2)cc1
  A = 0.0; B = 1; C = -0.2; D = 8

44: COc1ccc(C(=O)Nc2ccc(-c3ccc([N+](=O)[O-])cc3)cc2)c(OC)c1OC
  A = 0.1; B = 1; C = -0.3; D = 6

45: N#CC1=C(N)Oc2n[nH]c(-c3ccccc3)c2C12C(=O)Nc1ccc(F)cc12 (stereo not given)
  A = -0.1; B = 2; C = 1.0; D = 8

46: O=C(NCc1ccccn1)c1cc2cc(Br)ccc2oc1=O
  A = 1.1; B = 0; C = 0.6; D = 16

47: OC1CCC(Nc2ncnc3scc(-c4ccccc4)c23)CC1 (stereo not given)
  A = -0.1; B = 5; C = -0.7; D = -15

48: CCCc1c(C(=O)N[C@H]2C[C@H]3C(=O)N[C@H]([C@H](C)O)C(=O)N3C2)cnn1-c1ccccc1
  A = 1.0; B = 12; C = -2.0; D = 15

49: CSc1nnc(C)c(=O)n1COC(=O)c1ccc(F)cc1
  A = 0.1; B = -5; C = -0.9; D = -9

50: FC(F)(F)c1ccccc1Nc1nc(-c2ccccc2)c2cc(Br)ccc2n1
  A = 0.0; B = 0; C = -0.4; D = -1

3 compounds out of the list, sorted by SMILES length, highest first.
Labels used below: A = FBW7 act; B = TEAD-YAP block; C = GPR151 activ; D = MITF inh
31: O=C(CSc1nc2[nH]ncc2c(=O)n1-c1ccc(Cl)cc1)Nc1ccc(Oc2ccccc2)cc1
  A = -0.2; B = 11; C = 0.3; D = -1

32: COc1ccc(NC(=O)C/C(C)=N/NC(=O)COc2ccccc2C)c([N+](=O)[O-])c1
  A = 0.2; B = -2; C = -0.3; D = 22

37: O=C(c1cnc(-c2ccccc2)nc1)N1CCOCC1
  A = 0.0; B = -6; C = 1.2; D = 9

(continued)
Labels used below: A = FBW7 act; B = TEAD-YAP block; C = GPR151 activ; D = MITF inh
51: CC(C)OC(=O)Cc1nc2sc(-c3ccccc3)cc2c(=O)[nH]1
  A = -0.2; B = -25; C = -2.9; D = 3

52: CCOC(=O)c1c(NC(=O)CCC(=O)OC)sc2c1CCC2
  A = -0.1; B = -13; C = 1.0; D = 3

53: COc1ccc(N(CN2C(=O)c3cc(Cl)c(Cl)cc3C2=O)C(C)=O)cc1
  A = 0.2; B = 1; C = -1.0; D = -5

54: Cc1cc(N2CCN(c3ccccc3)CC2)nc2ccccc12
  A = 0.3; B = -9; C = -1.0; D = 5

55: CCCCOC(=O)c1ccc(N2C(=O)CC(NCc3ccc4c(c3)OCO4)C2=O)cc1 (stereo not given)
  A = 0.7; B = 7; C = -0.9; D = 11

56: N/C(=N\OC(=O)Cc1ccc([N+](=O)[O-])cc1)c1ccccn1
  A = -0.1; B = -32; C = -0.1; D = 11

57: CC(=O)NCCc1nc2ccccc2n1Cc1c(C)c(C)cc(C)c1C
  A = -0.1; B = -8; C = 0.2; D = -12

58: COc1cc(/C=N/NC(=O)c2ccccc2OC(C)C)ccc1O
  A = 0.0; B = 2; C = 0.3; D = 20

59: CN1CCN(c2nc3c(c(=O)[nH]c(=O)n3C)n2CC(=O)c2ccc(Cl)cc2)CC1
  A = -0.1; B = 8; C = -0.6; D = -1

60: CN(C)CCn1c2c(c(SCC(=O)Nc3ccc(F)cc3F)nc1=O)CCCC2
  A = -0.1; B = 0; C = -1.3; D = 24

61: O=C1C(C=NCCCNC2CCCCC2)=C(O)c2ccccc21
  A = 0.0; B = -25; C = -0.2; D = 9

62: C/C(O)=C\c1nc2ccccc2n(-c2ccccc2)c1=O
  A = 0.0; B = -1; C = 0.6; D = -2

63: COc1ccc(-c2csc(NC(=O)CSc3nccc(C)n3)n2)cc1
  A = 0.0; B = -16; C = 0.2; D = 10

64: CCOC(=O)Oc1ccc2c(=O)c(-c3ccc(OC)c(OC)c3)c(C(F)(F)F)oc2c1
  A = 0.0; B = 11; C = -0.5; D = 2

65: NC(=O)c1ccc[n+](CC(=O)c2ccc(-c3ccccc3)cc2)c1
  A = 0.2; B = -3; C = 0.4; D = 9

66: Cc1ccsc1CN1CCC(C2(C)NC(=O)NC2=O)CC1 (stereo not given)
  A = -0.1; B = 0; C = -0.9; D = -3

67: O=C(Nc1ccc(Oc2ccccc2)cc1)c1scc2c1CCCC2
  A = 0.1; B = -36; C = 0.1; D = 9

68: Cc1cccc(NC(=O)C(O)C(O)C(=O)Nc2cccc(C)c2)c1 (stereo not given)
  A = 0.0; B = -11; C = -0.9; D = 10

69: CCCCOC(=O)n1c(SCC(=O)N(CC)CC)nc2ccccc21
  A = 0.0; B = -8; C = 1.4; D = -10

70: CCC(=O)N(CC)c1nc(-c2ccc(F)cc2)cs1
  A = -0.4; B = -43; C = -0.6; D = -2

71: Cc1cc2c(c(-c3ccc(Cl)cc3)c1)OC(CNC(=O)c1ocnc1C)C2 (stereo not given)
  A = 1.3; B = -1; C = 2.1; D = 14

72: C[C@H](O)[C@H]1NC(=O)[C@H]2CN(C(=O)c3ccc(F)cc3)CCN2C1=O
  A = 0.1; B = 7; C = 0.0; D = 10

73: CCOC(=O)c1cc(S(=O)(=O)N2CCN(c3ccc(Cl)cc3)CC2)cn1C
  A = 0.0; B = 6; C = -0.2; D = 6

74: COCc1cc(C)nc(SCC(=O)Nc2cc(Br)cc3cccnc23)c1C#N
  A = -0.1; B = 0; C = -0.7; D = -20

75: COc1ccc(CC2(CCC(=O)NCc3ccc(C(F)(F)F)cc3)CCC(=O)N2)cc1 (stereo not given)
  A = -0.1; B = 6; C = 0.8; D = 6

Single values from the list:
compound 61 @ MITF inh: 9
compound 55 @ GPR151 activ: -0.9
compound 66 @ TEAD-YAP block: 0
compound 51 @ TEAD-YAP block: -25
compound 68 @ FBW7 act: 0.0

Shown tab-delimited: 2 of the compounds above
no.	mol	FBW7 act	TEAD-YAP block	GPR151 activ	MITF inh
30	CCOc1ccc(C(=O)Nc2ccc(Cl)cn2)cc1[N+](=O)[O-]	0.2	-21	-0.4	18
75	COc1ccc(CC2(CCC(=O)NCc3ccc(C(F)(F)F)cc3)CCC(=O)N2)cc1 (stereo not given)	-0.1	6	0.8	6

The list goes on:
Labels used below: A = FBW7 act; B = TEAD-YAP block; C = GPR151 activ; D = MITF inh
76: O=C(NNC(=O)c1ccccc1Br)c1ccccc1
  A = 0.2; B = -32; C = 0.2; D = 11

77: CC(=O)c1ccccc1OCC(O)CN1C(C)(C)CC(O)CC1(C)C (stereo not given)
  A = 0.1; B = 0; C = 4.8; D = -1

78: CC1(C)CC(=O)c2c(nc3ccc(Br)cc3c2N)C1
  A = 0.3; B = -6; C = -0.2; D = 14

79: Fc1cc2nccnc2cc1N1CCSCC1
  A = 0.1; B = -1; C = -0.3; D = 10

80: Cc1cccc(OCC(=O)N/N=C/c2cc([N+](=O)[O-])cc(Br)c2O)c1
  A = 0.6; B = 15; C = -0.8; D = 17

81: COc1ccc(OC)c(CNC(=O)c2coc(=O)c3ccccc23)c1
  A = 0.0; B = 2; C = 1.2; D = -5

82: Cc1cc(C)c(NC(=O)C23CCC(C)(C(=O)O2)C3(C)C)c([N+](=O)[O-])c1 (stereo not given)
  A = 0.3; B = -1; C = -0.1; D = 0

Rewritten with tabs: part of the list above.
no.	smiles	FBW7 act	TEAD-YAP block	GPR151 activ	MITF inh
50	FC(F)(F)c1ccccc1Nc1nc(-c2ccccc2)c2cc(Br)ccc2n1	0.0	0	-0.4	-1
9	COc1ccc(C2(CNS(=O)(=O)CCN3C(=O)CCCC3=O)CCCC2)cc1	0.7	3	0.1	17
